Compound activity (PubChem BioAssay)
PMI inhibition = human PMI inhibitors, high substrate, primary screen, biochemical, fluorescence intensity, high mannose 6-phosphate (AID 1220) | recombinant PMI enzyme, coupled fluorescence intensity; higher % means a stronger effect | inhibition, % at 20 µM; hits with a dose series show IC50 in µM | 190,000 tested, 0.66% active
ER stress rescue = protection against thapsigargin-triggered cell killing – 384-well, CSM14.1, ATP luminescence, primary screen (AID 1222); 190,000 tested, under 10 active; cellular ATP content (survival), % at 20 µM; hits with a dose series show EC50 in µM; CSM14.1 thapsigargin-induced death rescue, ATP luminescence; higher % means a stronger effect;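 active = EC50 below 50 µM in the dose-response confirmation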;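 also: death triggered by thapsigargin at about 15 µM added after 2 h compound pretreatment; cell ATP read after overnight thapsigargin exposure of roughly 18 to 22 hours; normalized against plate controls of thapsigargin alone and 5% DMSO vehicle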
PMI inhibitors = MPI enzyme activity inhibition – biochemical, fluorescence intensity, coupled assay, primary screen (AID 1209). one-dose inhibition, % at 20 µM; IC50 in µM for titrated hits. purified PMI enzyme, coupled fluorescence intensity; higher % means a stronger effect. 190,000 tested, 0.42% active;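 also: plate controls were DMSO vehicle for no effect and wells lacking substrate for full effect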
TNAP activation fold = human TNAP enzyme activators, primary screen, biochemical, luminescent, no phosphate acceptor, uHTS (AID 1001); purified TNAP, luminescent activation assay, no phosphate acceptor; higher activation fold means a stronger effect; activation fold at 20 µM, or EC50 in µM where a hit was titrated; 200,000 tested, 0.03% active; in the data active = activation fold from about 3, or a potency from the dose series; inactive = the rest, 99 in 100 with activation fold below about 1.6; also: many of its hits are not listed in these tables
M1AAP inhibition = P. falciparum M1AAP inhibitors, biochemical, fluorogenic H-Leu-NHMec substrate, 1536-well (AID 1445); inhibition, % at 30 µM, or IC50 in µM where a hit was titrated; 220,000 tested, 0.42% active; recombinant M1AAP, H-Leu-NHMec fluorogenic kinetic assay; higher % means a stronger effect;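 active = primary inhibition above the hit cutoff, then over 50% inhibition at one or more dose response concentrations, cut at about 23% in these data, passing the limit was not always enough; inconclusive = conflicting primary data, or primary hits not chosen for dose response; inactive = low primary inhibition, or under 50% at every dose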;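 also: plate controls were DMSO full reaction for no effect and no enzyme background for full effect; strong numbers were not always called active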
XIAP antagonists = XIAP antagonists, biochemical, IAP family, fluorescence polarization (AID 1018); XIAP BIR domain, fluorescence polarization peptide displacement; higher % means a stronger effect; displacement, % at 20 µM, or IC50 in µM where a hit was titrated; 200,000 tested, 0.007% active; in the data active = displacement above about 50%; also: a part of the inactive calls stands beside numbers as strong as those of hits
P. falciparum M17LAP = P. falciparum M17LAP inhibitors, primary screen, biochemical, fluorogenic H-Leu-NHMec substrate, 1536-well (AID 1619); recombinant M17LAP, H-Leu-NHMec fluorogenic kinetic assay; higher % means a stronger effect; inhibition, % at 30 µM; hits with a dose series show IC50 in µM; 220,000 tested, 0.38% active;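 active = compound inhibiting the enzyme by more than half at any dose during confirmatory dose-response retesting; inconclusive = strong single-dose inhibitors picked by rank but not retested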;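 also: plate controls were full reaction with DMSO carrier for no effect and no enzyme background for full effect; strong numbers were not always called active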
Myeloid diff 2 = myeloid differentiation induction; 360,000 tested, 1% active; ER-HoxA9 myeloid progenitors, lysozyme-GFP differentiation, flow cytometry; calls only at 10 µM;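 active = normalized GFP-positive differentiation at or above the plate's own cutoff, the solvent-only control mean plus 3 SD; inconclusive = no clear call, values can overlap the other calls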;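 also: cells exposed to compound for four days before flow analysis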
LYP phosphatase = inhibitors of LYP phosphatase, biochemical, fluorescence intensity, uHTS (AID 1779). inhibition, % at 11.5 µM; hits with a dose series show IC50 in µM. recombinant LYP phosphatase, fluorescence intensity; higher % means a stronger effect. 290,000 tested, 0.054% active;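 also: plate controls were vehicle with enzyme for no effect and no enzyme for full effect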
Myeloid diff 2 GFP+ MAC1+ % = second read-out of Myeloid diff 2, no call of its own (marks repeat the call); GFP+ MAC1+ double positive, %; measured here: differentiation confirmed by MAC1 staining
Active calls of the source: *; i = inactive; ? = inconclusive; · = no result given; + = active, no number. Rule as the data show it, unless noted: active = inhibition above about 50%; inactive = the rest.

mol	XIAP antagonists	M1AAP inhibition	P. falciparum M17LAP	Myeloid diff 2 GFP+ MAC1+ %	PMI inhibition	ER stress rescue	TNAP activation fold	LYP phosphatase	Myeloid diff 2	PMI inhibitors
Cc1cc(C)nc(SCc2ccc(C(=O)N/N=C/c3cccc(O)c3O)cc2)n1	-7.8%	8%	7%	·	55%*	1.9%	1.9	2%	?	32%
COc1ccc(S(=O)(=O)N2CCCC(C(=O)N3CCOCC3)C2)cc1C (stereo not drawn)	-2.7%	0%	-1%	1.0	14%	-0.3%	1.1	-5%	i	11%
CCOC(=O)C1=C(Nc2ccc(C)cc2)CC(C)(O)C(C(=O)OCC)C1c1ccccc1 (stereo not drawn)	-3.7%	3%	0%	0.7	5%	-1.0%	1	-8%	i	5%
COc1ccc(Cl)cc1N1C(=O)C2CCCN2C1c1ccc(F)cc1 (stereo not drawn)	-6.9%	0%	7%	2.8	0%	-2.4%	1.2	-8%	i	10%
Cc1cc(C)c(C)c(OCC(=O)O/N=C(\N)c2ccccn2)c1	-6.4%	0%	4%	0.5	7%	-3.4%	1.1	3%	i	7%
COC(=O)CSc1nnc(-c2ccc(NS(=O)(=O)c3ccccc3)cc2)o1	-0.8%	7%	55%	4.2*	-6%	-0.1%	1.1	-8%	+	-6%
C=CCO/N=C/C1C(=O)CC(C)(C)CC1=O	-15%	-1%	-13%	0.1	-25%	-1.6%	1.1	-2%	i	-29%
O=C(O)c1cc(C(=O)O)c(-c2ccccc2)c(C(=O)O)c1	-4.4%	-2%	-18%	0.5	-9%	-0.3%	1.1	-6%	i	-5%
CCN(CC)CCCNC(=O)Cn1cc2c(n1)CCC(C)C2 (stereo not drawn)	-1.9%	8%	14%	2.7	4%	·	1.1	-9%	i	2%
COc1ccc(-c2cc(C(F)(F)F)n3nc(C(=O)NCc4ccco4)c(Cl)c3n2)cc1	-5.4%	12%	-5%	1.0	14%	0.4%	1.1	1%	i	14%
CCOC(=O)C1C(C#N)=C(N)OC(C)=C1c1ccncc1 (stereo not drawn)	-0.4%	1%	11%	0.9	16%	3.6%	1.1	-9%	i	9%
O=C(CCNC(=O)Cn1ccc2ccccc2c1=O)NCCN1CCc2ccccc2C1	-1.2%	-3%	-11%	1.1	19%	-1.3%	1.1	-5%	i	18%
Cc1c(S(=O)(=O)c2ccccn2)c(N)n(Cc2ccccc2)c1C	·	10%	6%	1.8	·	·	·	-10%	i	·
CC(NC(=S)Nc1ccccc1)C1COc2ccccc2O1 (stereo not drawn)	-5.6%	4%	2%	0.7	4%	-2.5%	1	-4%	i	4%
COC(=O)c1ccc(/C=C(\C#N)c2nc3ccccc3s2)cc1	-6.2%	-7%	6%	0.9	-5%	0.3%	1	38%	i	2%
C=CCc1ccccc1OCCn1ccnc1	-1.3%	-1%	5%	0.3	-2%	·	1.1	-2%	i	2%
CN(C)C(=O)/C(=C\c1cccc(Oc2ccccc2)c1)NC(=O)c1ccccc1	-4.2%	-1%	1%	1.1	12%	-1.5%	1	-2%	i	20%
Cc1c(NC(=O)C(CC(=O)O)NCc2ccco2)c(=O)n(-c2ccccc2)n1C (stereo not drawn)	-2.5%	-1%	2%	0.6	-15%	0.4%	1.1	-1%	i	-7%
COc1cc(OC)cc(-c2nnc(SCC(=O)N(Cc3ccccc3)C(C)(C)C)o2)c1	1.1%	1%	1%	14*	14%	0.8%	1.1	11%	+	16%
Cc1ccc(C(C(=O)NC2CCCC2)N2CCCCC2)cc1 (stereo not drawn)	-6.5%	5%	11%	0.8	7%	·	1.1	-3%	i	12%
Cc1nn(-c2nnc(NC3CCCCC3)nn2)c(C)c1Br	-3.0%	2%	-13%	0.7	20%	1.1%	1	-4%	i	11%
COc1ccc(CCNC(=O)CN2C(=O)C3(OCCCO3)c3ccccc32)cc1OC	-5.3%	7%	11%	4.8	0%	-1.8%	1.1	1%	i	4%
COc1ccc(-c2nc(N=Nc3ccc(O)cc3)n[nH]2)cc1	-2.3%	?	23%	2.4	1%	-1.4%	0.3	0%	i	0%
NC(=O)c1c(NC(=O)C2COc3ccccc3O2)sc2c1CCN(Cc1ccccc1)C2 (stereo not drawn)	-13%	7%	-2%	0.8	-16%	-0.2%	1.1	-1%	i	-23%

Exported with values under each structure: entries from further up
Each structure is followed by: XIAP antagonists	M1AAP inhibition	P. falciparum M17LAP	Myeloid diff 2 GFP+ MAC1+ %	PMI inhibition	ER stress rescue	TNAP activation fold	LYP phosphatase	Myeloid diff 2	PMI inhibitors
Cc1nn(-c2nnc(NC3CCCCC3)nn2)c(C)c1Br
→ -3.0%	2%	-13%	0.7	20%	1.1%	1	-4%	i	11%
Cc1c(NC(=O)C(CC(=O)O)NCc2ccco2)c(=O)n(-c2ccccc2)n1C (stereo not drawn)
→ -2.5%	-1%	2%	0.6	-15%	0.4%	1.1	-1%	i	-7%
NC(=O)c1c(NC(=O)C2COc3ccccc3O2)sc2c1CCN(Cc1ccccc1)C2 (stereo not drawn)
→ -13%	7%	-2%	0.8	-16%	-0.2%	1.1	-1%	i	-23%

Continuation:
mol	XIAP antagonists	M1AAP inhibition	P. falciparum M17LAP	Myeloid diff 2 GFP+ MAC1+ %	PMI inhibition	ER stress rescue	TNAP activation fold	LYP phosphatase	Myeloid diff 2	PMI inhibitors
COc1ccc(NC(=O)c2sccc2C)cn1	-8.1%	-3%	2%	0.2	12%	-2.7%	1.1	-8%	i	9%
O=C(CC1COc2ccccc2O1)NCCc1ccccc1 (stereo not drawn)	-3.6%	1%	30%	0.7	0%	-0.7%	1	-9%	i	-1%
COc1ccc(-c2cc(C(F)(F)F)nc(SCC(=O)NCc3cccs3)n2)cc1OC	-2.4%	8%	-3%	0.5	2%	-0.7%	1.1	2%	i	-2%
O=C(Nc1ccc2nn(-c3ccccc3)nc2c1)c1ccc2c(c1)OCCO2	-1.6%	7%	-1%	0.6	1%	6.1%	1.1	-7%	i	-2%
COCc1cc(=O)[nH]c(/N=C(\N)Nc2ccccc2C)n1	0.3%	-5%	3%	0.6	-1%	-0.4%	1.3	-8%	i	3%
CN(C(=O)c1cccc(C#N)c1)c1nnc(C2CCCO2)s1 (stereo not drawn)	-2.3%	2%	8%	0.6	3%	-1.3%	1.1	-5%	i	-1%
O=C(Cc1ccccc1)NN1C(=O)C2C(C1=O)C1C=CC2C12CC2 (stereo not drawn)	-0.2%	3%	17%	0.3	-2%	0.1%	1.1	-10%	i	6%
COc1cc(C2Nc3ccc4ncccc4c3C3=C2C(=O)CCC3)cc(OC)c1O (stereo not drawn)	2.6%	11%	11%	0.3	43%	-1.1%	1.1	-5%	i	45%
Cc1ccc(NC(=S)Nc2c(C)n(C)n(-c3ccccc3)c2=O)cc1	-15%	-6%	-4%	0.2	6%	-2.2%	1.1	-10%	i	18%
Cn1cc(/C=C2\SC(=S)N(NC(=O)c3ccccc3Cl)C2=O)c2ccccc21	1.0%	12%	5%	0.7	6%	1.3%	0.7	12%	i	21%
C/C(=C\C(=O)c1ccccc1)Nc1cccc(O)c1	-4.8%	4%	-1%	3.4	7%	-3.6%	1.2	2%	i	9%
CCOP(=O)(c1ccc(N(C)C)cc1)C(O)c1ccccc1OC (stereo not drawn)	-2.9%	0%	-9%	0.5	7%	-0.9%	1.1	-5%	i	9%
Cn1c(Sc2ccc(C(F)(F)F)cc2[N+](=O)[O-])nnc1-c1ccccc1	-0.8%	12%	13%	1.0	4%	1.0%	1.1	-2%	i	-1%
Cc1nc2ccccc2c(=O)n1CCCn1ccnc1	0.4%	0%	-3%	1.3	9%	-3.0%	0.9	-6%	i	3%
O=C(Nc1ccccc1)N(Cc1ccccc1)Cc1ccccc1	-5.7%	4%	-2%	9.4	1%	1.0%	1.1	-2%	i	2%
COC(=O)c1ccc(COc2ccccc2/C=N/NC(N)=O)o1	·	-6%	-4%	0.5	·	·	·	-7%	i	·
COc1ccccc1N1CCN(C(=O)C(C)N(c2ccc(C)c(C)c2)S(C)(=O)=O)CC1 (stereo not drawn)	-1.7%	-4%	-8%	1.4	-2%	-1.6%	1	-8%	i	1%
O=C(CSCc1ccc(Cl)cc1)NCC1CCCO1 (stereo not drawn)	-5.5%	-6%	-11%	0.6	0%	0.4%	1	-5%	i	-9%
CC(=NCCc1c(C)[nH]c2ccc(OCc3ccccc3)cc12)C1=C(O)CC(c2ccccc2)CC1=O (stereo not drawn)	-1.0%	5%	14%	1.0	14%	1.5%	1.1	4%	i	8%
COCCn1c(C)nnc1SCC(=O)Nc1ccccc1[N+](=O)[O-]	-2.4%	1%	11%	0.3	4%	-0.7%	1.1	-5%	i	8%
CC1=NN(C(=O)Cc2ccc(C)cc2)C(O)(c2cccnc2)C1 (stereo not drawn)	-6.2%	7%	4%	1.4	6%	-1.3%	1	-8%	i	3%
O=C(NCC1CCCO1)c1cc(S(=O)(=O)Nc2ccc(Br)cc2)ccc1Cl (stereo not drawn)	-3.2%	1%	7%	0.4	7%	0.1%	1.1	-5%	i	-5%
CC(C)Cn1c(N)c(C(=O)COC(=O)c2ccc(O)cc2)c(=O)n(C)c1=O	-3.8%	0%	2%	0.2	0%	-1.8%	1	-3%	i	1%
O=C(O)CSc1nc2ccccc2n1-c1ccccc1	-3.5%	1%	7%	0.3	-8%	-0.7%	1.1	-1%	i	-4%
O=C(O)c1csc(N/N=C/c2ccc(Br)cc2)n1	-1.3%	-2%	12%	0.1	8%	-0.3%	2.1	2%	i	-15%
C/C(=C1/C(=O)N(c2ccc([N+](=O)[O-])cc2)N=C1c1ccccc1)N(C)C	-3.7%	?	24%	·	2%	-1.0%	1.1	-5%	·	-4%
O=C(CSc1ncnc2c1cnn2CCc1ccccc1)Nc1cccc(C(F)(F)F)c1	-3.6%	3%	-7%	1.2	10%	0.7%	1	2%	i	18%
CC1CC(NC(=O)Cc2ccc(Br)cc2)CC(C)(C)C1 (stereo not drawn)	-4.7%	6%	-19%	1.7	-1%	-3.2%	1.2	-3%	i	-1%
CS(=O)(=O)N1CCn2c1nc1ccccc12	-11%	-3%	2%	0.3	-19%	-1.9%	1.2	-15%	i	-10%
Cc1ccc(/C=C/C(=O)CCC(=O)O)cc1	-14%	-1%	0%	0.4	-8%	-0.3%	1.1	0%	i	-1%
COc1ccc(/C(C)=N\O)cc1OC	·	-3%	3%	1.0	·	·	·	-5%	i	·
Cc1nc(N)sc1-c1csc(Nc2ccccn2)n1	0.7%	9%	8%	0.7	49%	3.0%	1.3	-8%	i	14%
Cc1nc2ccc(NC(=O)c3ccc(N4C(=O)CCC4=O)cc3)cc2s1	-4.2%	3%	-1%	0.3	-10%	-1.6%	1.1	-2%	i	-7%
